PAFAH1B3 FP inh: inhibitors of human PAFAH1B3. AID 492972. inhibition, % at 3.39 µM. hit rate 0.28% among 340,000. recombinant PAFAH1B3, FP-rhodamine probe, fluorescence polarization. Q15102;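 active means inhibition above the screen-wide average of all tested compounds plus 3 SD, cut at about 25% in these data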;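 further: 0% = enzyme with DMSO only and 100% = wells lacking PAFAH1B3 protein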
Target sequence (Q15102 whole entry, looked up): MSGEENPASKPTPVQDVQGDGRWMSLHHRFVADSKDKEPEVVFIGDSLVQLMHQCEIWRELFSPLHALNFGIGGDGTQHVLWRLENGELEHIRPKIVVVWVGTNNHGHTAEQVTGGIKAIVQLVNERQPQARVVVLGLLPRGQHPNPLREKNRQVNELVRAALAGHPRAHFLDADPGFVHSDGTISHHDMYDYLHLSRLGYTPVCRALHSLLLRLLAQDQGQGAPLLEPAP
pPAFAH inh: pPAFAH (human) enzyme inhibition; inhibition, % at 3.39 µM; recombinant pPAFAH, FP-rhodamine probe fluorescence polarization; hit rate 1.5% among 330,000; AID 463082;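 active means inhibition above the mean inhibition across the screen plus 3 SD, cut at about 25% in these data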;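 further: inhibitors block binding of the rhodamine activity-based probe so polarization drops; 0% = enzyme with DMSO and 100% = wells lacking pPAFAH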
Target sequence (Q13093 whole entry, looked up): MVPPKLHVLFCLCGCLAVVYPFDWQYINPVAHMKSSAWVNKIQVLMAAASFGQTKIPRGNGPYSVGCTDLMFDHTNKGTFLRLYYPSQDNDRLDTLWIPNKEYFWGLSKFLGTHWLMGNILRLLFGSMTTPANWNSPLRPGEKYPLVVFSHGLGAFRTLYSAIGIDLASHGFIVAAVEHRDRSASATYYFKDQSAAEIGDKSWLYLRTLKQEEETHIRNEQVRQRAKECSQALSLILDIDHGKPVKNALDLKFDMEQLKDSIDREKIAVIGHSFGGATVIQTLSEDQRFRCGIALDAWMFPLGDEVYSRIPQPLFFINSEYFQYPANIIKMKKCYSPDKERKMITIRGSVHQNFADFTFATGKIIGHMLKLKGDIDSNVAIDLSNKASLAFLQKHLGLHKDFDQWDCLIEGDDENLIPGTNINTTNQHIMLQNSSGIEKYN
PAFAH1B2 inh: inhibitors of human PAFAH1B2; P68402; recombinant PAFAH1B2, FP-rhodamine activity probe, fluorescence polarization; inhibition, % at 3.39 µM; hit rate 1.2% among 340,000;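 active means inhibition above the mean of all tested compounds plus 3 SD, cut at about 24% in these data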;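 further: 0% = enzyme with DMSO and 100% = wells lacking PAFAH1B2; many of its hits are not listed in these tables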
PAFAH2 FP inh: inhibitors of human PAFAH2; Q99487; recombinant PAFAH2, FP-rhodamine activity probe, fluorescence polarization; AID 492956; inhibition, % at 3.39 µM; hit rate 0.99% among 340,000;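 active means inhibition above the mean over all tested compounds plus 3 SD, cut at about 30% in these data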;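 further: inhibitors block probe labeling of enzyme so polarization drops; 0% = enzyme with DMSO and 100% = wells lacking PAFAH2 protein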
GSTO1 inh: GSTO1 inhibition, counter-screen for RBBP9 inhibitors | P78417 | recombinant GSTO1, activity-based probe fluorescence polarization | inhibition, % at 5.96 µM | hit rate 1.1% among 300,000;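 active means inhibition above the campaign mean inhibition plus 3 SD, cut at about 35% in these data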;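 further: 0% = GSTO1-1 with DMSO and 100% = wells lacking GSTO1-1 enzyme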
LYPLA1 counter: blocks human lysophospholipase 1, a PME1 counter-screen; recombinant LYPLA1, FP-Rh probe fluorescence polarization; hit rate 0.16% among 320,000; AID 2174; inhibition, % at 5.9 µM; O75608;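 active means inhibition above the mean of all tested compounds plus 3 SD, set per campaign, cut at about 14% in these data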;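 further: inhibitors block serine hydrolase probe labeling of LYPLA1 so polarization falls; 0% = enzyme with DMSO and 100% = wells lacking LYPLA1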
LYPLA2 counter: blocks human lysophospholipase 2, a PME1 counter-screen; hit rate 0.38% among 320,000; O95372; inhibition, % at 5.9 µM; recombinant LYPLA2, FP-Rh probe fluorescence polarization; AID 2177;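 active means inhibition above the screen-wide mean plus 3 SD, limit set per campaign, cut at about 26% in these data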;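 further: 0% = LYPLA2 with DMSO and 100% = wells lacking LYPLA2 enzyme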
Target sequence (O95372 whole entry, looked up): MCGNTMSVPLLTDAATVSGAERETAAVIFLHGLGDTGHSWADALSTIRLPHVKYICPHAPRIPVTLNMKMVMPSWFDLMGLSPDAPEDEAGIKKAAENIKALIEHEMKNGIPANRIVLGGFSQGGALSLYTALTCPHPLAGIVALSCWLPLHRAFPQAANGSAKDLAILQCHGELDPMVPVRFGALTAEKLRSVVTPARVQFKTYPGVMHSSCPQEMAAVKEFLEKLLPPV
PAD4 FP inh: PAD4 (human) enzyme inhibition; hit rate 0.41% among 330,000; AID 485272; inhibition, % at 6.36 µM; Q9UM07; recombinant PAD4, RCA probe fluorescence polarization;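 active means percent inhibition above a cutoff equal to the mean of all tested compounds plus 3 SD, cut at about 15% in these data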;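 further: 0% = PAD4 with RCA probe and DMSO and 100% = probe without PAD4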
PREPL inhibitor: human PREPL enzyme inhibition | Q4J6C6 | recombinant PREPL, fluorescence polarization activity-based probe | inhibition, % at 5.96 µM | hit rate 0.68% among 320,000; in the data active means inhibition above about 43%;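 further: 0% = enzyme with DMSO and 100% = wells lacking enzyme; many of its hits are not listed in these tables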
* marks the source's active call; other numbers are inactive results. This is a subset; count on the stated rates, not on these rows.

What do the screens show for `CCN(CC(=O)Nc1cc(S(=O)(=O)N2CCCCC2)ccc1C)Cc1ccccc1`?
PAFAH1B3 FP inh: 6; pPAFAH inh: 6; PAFAH1B2 inh: 3; PAFAH2 FP inh: 9; GSTO1 inh: -3; LYPLA1 counter: -2; LYPLA2 counter: -4; PAD4 FP inh: 2; PREPL inhibitor: 1

What do the screens show for `Cn1c(=O)oc2cc(S(=O)(=O)Nc3ccc4c(c3)OCCO4)ccc21`?
PAFAH1B3 FP inh: 0; pPAFAH inh: 1; PAFAH1B2 inh: 8; PAFAH2 FP inh: -7; GSTO1 inh: 15; LYPLA1 counter: 2; LYPLA2 counter: 5; PAD4 FP inh: -4; PREPL inhibitor: -2

Results for CCC1Sc2ccccc2N(CC(=O)NCc2ccccc2OC)C1=O (centres undefined) ?
PAFAH1B3 FP inh: 7; pPAFAH inh: -2; PAFAH1B2 inh: -5; PAFAH2 FP inh: 5; GSTO1 inh: 17; LYPLA1 counter: 1; LYPLA2 counter: -1; PAD4 FP inh: -3; PREPL inhibitor: 1

What do the screens show for `Cc1ccc(N=Nc2c(C)[nH]n(-c3ccccc3)c2=O)cc1`?
PAFAH1B3 FP inh: 4; pPAFAH inh: 1; PAFAH1B2 inh: 1; PAFAH2 FP inh: 0; GSTO1 inh: -8; LYPLA1 counter: -2; LYPLA2 counter: -12; PAD4 FP inh: 3; PREPL inhibitor: -3

Results for O=C(CSc1nnc(C2CC2)n1C1CC1)Nc1cccc(Br)c1 ?
PAFAH1B3 FP inh: 1; pPAFAH inh: 0; PAFAH1B2 inh: -1; PAFAH2 FP inh: 0; LYPLA1 counter: -4; LYPLA2 counter: -2; PAD4 FP inh: 3; PREPL inhibitor: 3

Results for Cc1ccc(S(=O)(=O)N2CCN(CCc3ccncc3)CC2)cc1 ?
PAFAH1B3 FP inh: 1; pPAFAH inh: -5; PAFAH1B2 inh: 11; PAFAH2 FP inh: 2; PAD4 FP inh: -3; PREPL inhibitor: -6

How did O=C(Nc1cccc(F)c1)NC1(C(=O)NCC2CCCO2)CCCCC1 (centres undefined) do in these assays?
PAFAH1B3 FP inh: 7; pPAFAH inh: 3; PAFAH1B2 inh: 5; PAFAH2 FP inh: -3; GSTO1 inh: 1; LYPLA1 counter: 0; LYPLA2 counter: -1; PAD4 FP inh: -3; PREPL inhibitor: 7

Results for COc1ccc(C2c3c(ccc4ccccc34)Oc3ncn4nc(Cc5ccccc5)nc4c32)cc1OC (centres undefined) ?
PAFAH1B3 FP inh: 1; pPAFAH inh: 3; PAFAH1B2 inh: 5; PAFAH2 FP inh: -6; GSTO1 inh: 4; LYPLA1 counter: 0; LYPLA2 counter: -3; PAD4 FP inh: 0; PREPL inhibitor: -3

Results for CCOc1ccc(Cc2c(Cl)nc(SC)nc2OC)cc1 ?
PAFAH1B3 FP inh: 8; pPAFAH inh: -2; PAFAH1B2 inh: 4; PAFAH2 FP inh: 9; GSTO1 inh: -3; LYPLA1 counter: 3; LYPLA2 counter: -7; PAD4 FP inh: 2; PREPL inhibitor: -4

How did CCN(CC)CCOC(=O)c1ccc(NC(=O)CNC(=O)c2ccccc2)cc1 do in these assays?
PAFAH1B3 FP inh: 0; pPAFAH inh: 0; PAFAH1B2 inh: -2; PAFAH2 FP inh: 6; GSTO1 inh: 13; LYPLA1 counter: 2; LYPLA2 counter: -3; PAD4 FP inh: -1; PREPL inhibitor: 8

Results for COc1ccc(C)cc1S(=O)(=O)N(CC(=O)NCc1ccc(Cl)cc1)Cc1ccccc1 ?
PAFAH1B3 FP inh: -7; pPAFAH inh: 8; PAFAH1B2 inh: 9; PAFAH2 FP inh: -6; GSTO1 inh: 2; LYPLA1 counter: -6; LYPLA2 counter: -1; PAD4 FP inh: -1; PREPL inhibitor: -34

How did CCCC(=O)Nc1ccc(N2CCN(S(C)(=O)=O)CC2)cc1 do in these assays?
PAFAH1B3 FP inh: 4; pPAFAH inh: 2; PAFAH1B2 inh: 4; PAFAH2 FP inh: -4; GSTO1 inh: 0; LYPLA1 counter: -1; LYPLA2 counter: -3; PAD4 FP inh: -4; PREPL inhibitor: 4

How did Cc1nn(-c2nc3ccccc3s2)c(N)c1-c1ccccc1 do in these assays?
PAFAH1B3 FP inh: -1; pPAFAH inh: -9; PAFAH1B2 inh: -2; PAFAH2 FP inh: -5; GSTO1 inh: 5; LYPLA1 counter: -1; LYPLA2 counter: -2; PAD4 FP inh: 0; PREPL inhibitor: 6

How did Cc1nc2c([N+](=O)[O-])c(C)c(C)cc2[nH]1 do in these assays?
PAFAH1B3 FP inh: 5; pPAFAH inh: 4; PAFAH1B2 inh: 10; PAFAH2 FP inh: 0; GSTO1 inh: 0; LYPLA1 counter: -1; LYPLA2 counter: 2; PAD4 FP inh: -3; PREPL inhibitor: 0

Results for C/C(O)=C\c1nc2ccccc2oc1=O ?
PAFAH1B3 FP inh: 3; pPAFAH inh: 8; PAFAH1B2 inh: 0; PAFAH2 FP inh: 0; GSTO1 inh: -3; LYPLA1 counter: 3; LYPLA2 counter: 1; PAD4 FP inh: 13; PREPL inhibitor: 3

How did CCN1CCN(CCOc2ccccc2-c2ccccc2)CC1 do in these assays?
PAFAH1B3 FP inh: 2; pPAFAH inh: 2; PAFAH1B2 inh: -3; PAFAH2 FP inh: 5; GSTO1 inh: 4; LYPLA1 counter: 4; LYPLA2 counter: 11; PAD4 FP inh: 4; PREPL inhibitor: 5

What do the screens show for `CC(=O)c1cccc(NC(=O)/C(=C\c2cccnc2)NC(=O)c2ccco2)c1`?
PAFAH1B3 FP inh: -2; pPAFAH inh: 0; PAFAH1B2 inh: 2; PAFAH2 FP inh: 5; GSTO1 inh: 1; LYPLA1 counter: 6; LYPLA2 counter: 3; PAD4 FP inh: -7; PREPL inhibitor: 11

How did CCCCC(O)(c1ccc(OC)cc1)C(CN1CCOCC1)c1ccccc1 (centres undefined) do in these assays?
PAFAH1B3 FP inh: 9; pPAFAH inh: -3; PAFAH1B2 inh: 24*; PAFAH2 FP inh: -4; GSTO1 inh: 3; LYPLA1 counter: -1; LYPLA2 counter: 2; PAD4 FP inh: -1; PREPL inhibitor: 19

How did Cn1c(=O)c2c(ncn2CC(COCc2ccccc2)OCc2ccccc2)n(C)c1=O (centres undefined) do in these assays?
PAFAH1B3 FP inh: 1; pPAFAH inh: -2; PAFAH1B2 inh: -1; PAFAH2 FP inh: 1; GSTO1 inh: 5; LYPLA1 counter: -7; LYPLA2 counter: -3; PAD4 FP inh: -2; PREPL inhibitor: -11

Results for Cn1nnc2cc(C(=O)Nc3ccc(Cl)cc3)ccc21 ?
PAFAH1B3 FP inh: 5; pPAFAH inh: 4; PAFAH1B2 inh: -3; PAFAH2 FP inh: -14; GSTO1 inh: 4; LYPLA1 counter: -2; LYPLA2 counter: -5; PAD4 FP inh: -7; PREPL inhibitor: -1

Results for O=C(CNCC1CCCO1)N1CCN(S(=O)(=O)c2ccc3ccccc3c2)CC1 (centres undefined) ?
PAFAH1B3 FP inh: 0; pPAFAH inh: 5; PAFAH1B2 inh: 2; PAFAH2 FP inh: 4; GSTO1 inh: -1; LYPLA1 counter: -5; LYPLA2 counter: -5; PAD4 FP inh: -3; PREPL inhibitor: 15

What do the screens show for `CCN(Cc1ccc(OC)c(COC)c1)CC1CCCN(CCc2cccc(OC)c2)C1` (centres undefined)?
PAFAH1B3 FP inh: 2; pPAFAH inh: -6; PAFAH1B2 inh: -4; PAFAH2 FP inh: -2; GSTO1 inh: 1; LYPLA1 counter: 1; LYPLA2 counter: 5; PAD4 FP inh: 4; PREPL inhibitor: 2

What do the screens show for `COc1ccc(OC)c(NC(=O)Cn2c(-c3ccc(Cl)cc3)noc2=O)c1`?
PAFAH1B3 FP inh: 4; pPAFAH inh: 2; PAFAH1B2 inh: 6; PAFAH2 FP inh: -2; GSTO1 inh: 1; LYPLA1 counter: -1; LYPLA2 counter: 4; PAD4 FP inh: 2; PREPL inhibitor: 6

Results for O=C(NNC(=O)c1cccs1)c1ccc([N+](=O)[O-])cc1 ?
pPAFAH inh: -4; GSTO1 inh: 0; LYPLA1 counter: 3; LYPLA2 counter: 6; PAD4 FP inh: -1; PREPL inhibitor: 20

Results for O=S(=O)(c1ccc(F)cc1)N1CCC(N2CCCC2)CC1 ?
PAFAH1B3 FP inh: -3; pPAFAH inh: -1; PAFAH1B2 inh: 0; PAFAH2 FP inh: 4; GSTO1 inh: 7; LYPLA1 counter: -2; LYPLA2 counter: -6; PAD4 FP inh: -1; PREPL inhibitor: 0

What do the screens show for `O=C(O)c1ccc(-c2ccccc2Cl)o1`?
PAFAH1B3 FP inh: 5; pPAFAH inh: 0; PAFAH1B2 inh: 4; PAFAH2 FP inh: -1; GSTO1 inh: -4; LYPLA1 counter: 2; LYPLA2 counter: 8; PAD4 FP inh: 3; PREPL inhibitor: 16

Results for COc1ccc2[nH]cc(CCNC(=O)Cc3ccc(F)cc3)c2c1 ?
PAFAH1B3 FP inh: 12; pPAFAH inh: 1; PAFAH1B2 inh: 3; PAFAH2 FP inh: 2; GSTO1 inh: 0; LYPLA1 counter: 1; LYPLA2 counter: 0; PAD4 FP inh: 2; PREPL inhibitor: 9

How did CSc1ccccc1NC(=O)Nc1ccccc1Cl do in these assays?
PAFAH1B3 FP inh: 4; pPAFAH inh: -3; PAFAH1B2 inh: 2; PAFAH2 FP inh: 3; GSTO1 inh: -1; LYPLA1 counter: 3; LYPLA2 counter: 11; PAD4 FP inh: -2; PREPL inhibitor: -9

What do the screens show for `CN(Cc1ccccc1F)C(=O)CCNC(=O)c1ccc(C(C)(C)C)cc1`?
PAFAH1B3 FP inh: 1; pPAFAH inh: 5; PAFAH1B2 inh: 28*; PAFAH2 FP inh: -3; LYPLA1 counter: 4; LYPLA2 counter: -2; PAD4 FP inh: 3; PREPL inhibitor: 7

How did Cc1[nH]c2ccccc2c1C(c1ccncc1)N1CCN(c2ccc(F)cc2)CC1 (centres undefined) do in these assays?
PAFAH1B3 FP inh: 2; pPAFAH inh: 3; PAFAH1B2 inh: 4; PAFAH2 FP inh: -2; GSTO1 inh: 7; LYPLA1 counter: 2; LYPLA2 counter: 6; PAD4 FP inh: -3; PREPL inhibitor: 3

What do the screens show for `COc1ccc([N+](=O)[O-])cc1NC(=O)c1csc(C)c1`?
PAFAH1B3 FP inh: 5; pPAFAH inh: -4; PAFAH1B2 inh: 7; PAFAH2 FP inh: -4; GSTO1 inh: 6; LYPLA1 counter: 0; LYPLA2 counter: -4; PAD4 FP inh: -2; PREPL inhibitor: 16

Some of these compounds in order of number of heavy atoms, rising.
What do the screens show for `O=C(O)c1ccc(-c2ccccc2Cl)o1`?
PAFAH1B3 FP inh: 5; pPAFAH inh: 0; PAFAH1B2 inh: 4; PAFAH2 FP inh: -1; GSTO1 inh: -4; LYPLA1 counter: 2; LYPLA2 counter: 8; PAD4 FP inh: 3; PREPL inhibitor: 16

How did CSc1ccccc1NC(=O)Nc1ccccc1Cl do in these assays?
PAFAH1B3 FP inh: 4; pPAFAH inh: -3; PAFAH1B2 inh: 2; PAFAH2 FP inh: 3; GSTO1 inh: -1; LYPLA1 counter: 3; LYPLA2 counter: 11; PAD4 FP inh: -2; PREPL inhibitor: -9

What do the screens show for `COc1ccc([N+](=O)[O-])cc1NC(=O)c1csc(C)c1`?
PAFAH1B3 FP inh: 5; pPAFAH inh: -4; PAFAH1B2 inh: 7; PAFAH2 FP inh: -4; GSTO1 inh: 6; LYPLA1 counter: 0; LYPLA2 counter: -4; PAD4 FP inh: -2; PREPL inhibitor: 16

Source: PubChem BioAssay
